STEP inh: blocks human striatal-enriched tyrosine phosphatase; actives 0.25% (n = 360,000); inhibition, % at 20 µM; recombinant STEP, OMFP fluorogenic substrate, fluorescence; P54829;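 active = inhibition at 20 µM, scaled per plate between control wells, above about 37%, limit read from the data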;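 note: 0% = DMSO with enzyme and substrate and 100% = substrate only without enzyme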
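Assay system: isolated STEP enzyme / Timing: 20 min at room temperature, dark / Doses: 20 µM, 1% DMSO / Technique: fluorescence intensity, excitation 480 nm, emission 540 nm / Reagent: fluorogenic phosphatase substrate OMFP at 25 µM final / Measure: percent inhibition scaled to no-enzyme and uninhibited-enzyme controls, plate-pattern corrected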
Scp1 inh: Scp-1 (human) phosphatase inhibition | Q9GZU7 | Recombinant Scp1, phosphopeptide, malachite green phosphate absorbance | inhibition, % at 20 µM | actives 0.88% (n = 340,000);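 active = inhibition above about 50% at 20 µM, limit read from the data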;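 note: plate controls were DMSO wells with enzyme for no effect and wells lacking enzyme for full effect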
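Test system – truncated SCP-1 phosphatase (76-261aa) · Reagent – Phosphorylated 17-residue peptide substrate · Incubation – 45 min room-temperature reaction, 5 min colour, 30 min stabiliser · Detection – colorimetric phosphate reagent with accelerator and stabiliser, absorbance at 630 nm · Measure – % inhibition at 20 µM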
DNMT1 inh: blocks human DNA methyltransferase DNMT1; P26358; DNMT1 molecular beacon, Hinp1I cleavage, fluorescence; inhibition (reported as % activation of signal), % at 10 µM; actives 0.83% (n = 360,000); AID 588458; in the data active = inhibition above about 50%
NRP1-CendR mod: NRP-1/CendR interaction modulation; actives 0.85% (n = 360,000); O14786; inhibition, % at 25 µM; FAM-RPARPAR peptide binding to NRP-1, fluorescence polarization;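 active = inhibition or corrected inhibition above about 18%, plus a signal ratio from 0.5 to 1.5, limit read from the data, passing the limit was not always enough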; note: strong numbers were not always called active
Target sequence (O14786 whole entry, looked up): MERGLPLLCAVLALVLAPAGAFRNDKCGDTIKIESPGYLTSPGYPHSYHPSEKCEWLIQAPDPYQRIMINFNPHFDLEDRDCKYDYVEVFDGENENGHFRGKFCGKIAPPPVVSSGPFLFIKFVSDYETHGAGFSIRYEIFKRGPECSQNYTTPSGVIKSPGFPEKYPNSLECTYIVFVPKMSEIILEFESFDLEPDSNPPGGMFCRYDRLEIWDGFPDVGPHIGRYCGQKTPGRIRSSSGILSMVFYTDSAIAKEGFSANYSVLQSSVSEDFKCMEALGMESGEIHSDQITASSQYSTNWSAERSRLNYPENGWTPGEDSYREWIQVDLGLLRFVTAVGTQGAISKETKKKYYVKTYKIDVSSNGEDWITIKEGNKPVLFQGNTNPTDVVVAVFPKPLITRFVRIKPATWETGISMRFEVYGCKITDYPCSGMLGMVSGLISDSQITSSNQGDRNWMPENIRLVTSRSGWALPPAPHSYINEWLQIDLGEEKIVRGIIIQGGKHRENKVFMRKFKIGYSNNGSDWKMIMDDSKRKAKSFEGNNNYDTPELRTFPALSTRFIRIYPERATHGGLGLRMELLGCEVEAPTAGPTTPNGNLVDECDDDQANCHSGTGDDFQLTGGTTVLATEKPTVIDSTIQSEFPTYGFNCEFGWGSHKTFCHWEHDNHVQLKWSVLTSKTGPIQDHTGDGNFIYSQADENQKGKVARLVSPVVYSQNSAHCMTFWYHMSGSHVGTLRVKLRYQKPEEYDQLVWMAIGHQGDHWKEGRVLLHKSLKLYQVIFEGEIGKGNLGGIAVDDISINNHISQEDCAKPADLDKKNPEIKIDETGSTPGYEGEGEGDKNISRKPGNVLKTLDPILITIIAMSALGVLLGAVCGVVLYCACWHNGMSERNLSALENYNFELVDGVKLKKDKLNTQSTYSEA
MsrA inhibitor: inhibits bovine methionine sulfoxide reductase A; purified bovine MsrA, absorbance read-out; inhibition, % at 15.5 µM; actives 0.75% (n = 360,000); in the data active = inhibition above about 4.5%;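 note: 0% = vehicle wells with enzyme and 100% = reference inhibitor wells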
TbMetRS inhib: blocks T. brucei methionyl-tRNA synthetase activity; purified T. brucei MetRS, ATP depletion, Kinase-Glo luminescence; inhibition, % at 11.9 µM; actives 0.4% (n = 360,000);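 active = inhibition above a per-plate cutoff of the control wells' mean inhibition plus 3 SD, cut at about 5.5% in these data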;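 note: 0% = DMSO wells median and 100% = median of wells with control inhibitor compound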
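Dosing: 11.9 µM compound single dose, 0.9% DMSO; Assay system: purified T. brucei MetRS enzyme; Measured by: Kinase-Glo luciferase luminescence reporting remaining unconsumed ATP; Schedule: 15 min plus 2 h at 25 °C.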
eLon inh: E. coli protease La inhibition | P0A9M0 | purified E. coli Lon protease, fluorescence polarization | inhibition, % at 7.94 µM | actives 0.42% (n = 360,000) | AID 602123; in the data active = inhibition above about 13%, passing the limit was not always enough;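 note: 0% = enzyme with probe and DMSO and 100% = no enzyme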
SUMO1 PPI mod: SUMO1-SIM interaction modulation. SUMO1 binding to a labelled peptide, TR-FRET, 1 h. AID 602429. inhibition, % at 20 µM. actives 0.33% (n = 360,000); in the data active = inhibition above about 37%
Target sequence (P63165 whole entry, looked up): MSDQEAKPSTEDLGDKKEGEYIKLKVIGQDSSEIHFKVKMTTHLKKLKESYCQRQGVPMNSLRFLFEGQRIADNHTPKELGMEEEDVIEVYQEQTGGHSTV
bovine MsrA act: activates bovine MsrA enzyme; purified bovine MsrA, absorbance read-out; activation, % at 10.6 µM; actives 0.3% (n = 360,000); AID 602163; in the data active = activation above about 7.5%;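 note: 0% = vehicle and 100% = reference activator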
LMPTP inh: blocks human LMPTP phosphatase; P24666; recombinant LMPTP-A, OMFP fluorogenic substrate, fluorescence intensity; inhibition, % at 20 µM; actives 0.22% (n = 360,000);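 active = compounds that cut the enzyme signal by at least half of the control window in the single-dose screen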;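 note: plate controls were DMSO wells with enzyme plus substrate for no effect and substrate without enzyme for full effect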
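Test system: LMPTP-A phosphatase enzyme; input: 0.625 nM LMPTP-A final; reagent: OMFP substrate, 400 µM final; compound dosing: 20 µM single dose, 3% DMSO; incubation: 50 min dark incubation at room temperature; measured by: endpoint fluorescence intensity from OMFP dephosphorylation; measure: % inhibition relative to no-enzyme and uninhibited control wells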
* marks the source's active call; other numbers are inactive results; . = not tested or not shown. This is a subset (hit frequency here may not be typical).

Compound,STEP inh,Scp1 inh,DNMT1 inh,NRP1-CendR mod,MsrA inhibitor,TbMetRS inhib,eLon inh,SUMO1 PPI mod,bovine MsrA act,LMPTP inh
CCCCn1c(=O)c(C(=O)Nc2ccccc2F)c(O)c2ccccc21,0.4,-5.7,2.4,4.8,1.2,0.2,-18.4,0.9,-6.3,-0.7
O=C(NCC1=C(c2cccc3ccccc23)C[C@@H]2CC[C@H]1N2Cc1ccco1)c1cccnc1,-2.4,.,-2.6,-1.8,-0.6,-0.1,11.8,-5.2,-1.7,-2.2
Cc1ccccc1OCCCn1cc(C(=O)C(=O)N2CCOCC2)c2ccccc21,0.6,-3.9,1.2,12.7,1.1,-1.1,-5.4,2.9,-7.9,-0.4
COc1cc2c(cc1OC)CC[N+](C)=C2,0.4,9.5,-3.4,-10.2,0.9,-2.4,-1.9,-5.3,-10.0,-0.3
COCCNC(=O)N1[C@H]2CC[C@@H]1C(C(=O)OC)=C(c1cccc(C#N)c1)C2,-0.1,-5.6,-1.8,18.1,0.2,0.3,-8.0,-2.1,-2.7,-1.6
Cc1cc(C)cc(N2C(=O)NC(=O)/C(=C\c3cc(C)n(C)c3C)C2=O)c1,-1.9,-2.7,2.9,-22.9,0.1,-0.6,4.0,1.1,-5.0,-0.1
CC1=C2[C@@H]3OC(=O)[C@H](C)C3CC[C@@]2(C)C=CC1=O (some centres undefined),2.0,-13.5,0.6,-0.6,2.0,-0.2,-3.0,1.5,-0.4,-1.1
COc1ccc([C@@H](O)[C@@H](N)c2ccccc2)cc1,-3.7,-3.3,3.6,3.7,-0.3,-0.9,-2.6,0.7,-6.2,-1.2
Cc1ccc(-n2c(-c3cccs3)nc3ccccc3c2=O)cc1,-3.6,0.6,3.1,2.5,0.6,-0.9,1.1,-6.6,-5.6,-0.2
COc1ccc(CC[n+]2cc(/N=C(\C)[O-])on2)cc1OC,0.1,-5.2,-0.9,-3.0,2.4,0.3,4.2,-14.8,-2.4,-0.1
CC1CCC(N(C)C2CCN(C)CC2)CC1 (centres undefined),-3.0,-3.7,2.1,-18.7,-0.7,0.4,-5.1,-6.5,-3.5,-6.8
O=C(CNS(=O)(=O)c1cccs1)N1CCC2(CC1)OCCO2,-3.3,-4.8,4.1,16.0,0.9,-0.7,3.2,-0.7,-4.2,-1.7
O=C(/C=C/c1ccc(Cl)cc1)NC(=S)N1C[C@H]2C[C@H](C1)c1cccc(=O)n1C2,1.8,1.4,-2.6,12.9,0.7,-0.1,-3.5,-6.6,-3.1,-1.2
CN(C)C(=O)Oc1cccc2c(OC(=O)N(C)C)cccc12,-2.5,0.2,-3.1,-6.0,-0.2,0.4,-1.9,-0.5,-3.0,0.4
C=CCN1C(=O)NC(=O)/C(=C/c2cnc(SC)nc2)C1=O,-1.9,-11.2,22.3,-6.8,0.0,-1.1,-17.6,-1.1,-8.6,-2.3
O=C(NCc1ccccn1)c1ccccc1Cl,-1.5,-7.7,4.0,3.0,-1.2,-0.8,-3.0,-3.9,-2.6,-1.6
CCCCCCn1c(=O)c(C(=O)Nc2ncccc2C)c(O)c2ccccc21,3.7,5.2,0.9,-5.0,0.8,-0.9,0.7,7.9,-8.2,4.7
CC/C=C/CC(=O)N[C@@H](c1ccccc1)[C@@H](O)C(=O)O[C@H]1C[C@@]2(O)[C@@H](OC(=O)c3ccccc3)C3[C@](C)(C(=O)[C@H](OC(C)=O)C(=C1C)C2(C)C)[C@@H](O)C[C@H]1OC[C@@]31OC(C)=O (some centres undefined),0.0,-15.7,-2.4,15.4,-0.9,-0.7,8.2,12.8,-0.2,-0.8
O=C(O)c1cccc2nc3ccccc3nc12,-2.3,-1.3,-1.3,-10.7,0.5,0.9,4.4,-18.8,-0.8,-0.5
O=C1CN=C(c2cccc(Br)c2)c2cc(Br)ccc2N1,-2.7,-9.0,-0.4,4.9,0.0,-0.2,4.9,0.9,-3.7,0.6
O=[N+]([O-])c1ccc(N2CCNCC2)cc1Sc1ccccn1,-1.5,-5.6,0.4,-12.9,0.7,-0.9,-5.0,-23.5,-10.2,1.5
CCCCn1c(O)c(C(C)=NCCc2ccccc2)c(=O)[nH]c1=O,1.9,-0.3,-0.8,11.0,-0.7,0.0,2.1,2.4,0.9,0.4
CC(C)COc1ccc(C2(C#N)CC[N+](C)(C)CC2)cc1,-5.4,-5.2,-1.8,7.5,0.5,-0.1,-1.7,0.7,-1.4,-3.0
CNCCc1nc(N)n[nH]1,2.7,-2.2,1.1,13.9,-0.4,-0.7,-1.0,2.0,-4.1,-4.0
Cc1ccccc1-n1c(O)c(C=Nc2ccc(N(C)C)cc2)c(=O)[nH]c1=O,-1.2,-8.3,-10.2,-18.2,2.0,0.5,-5.7,-19.2,-5.7,1.0
Nc1ccc(Sc2ccc(N)cc2)cc1,-3.0,-4.7,-6.5,-5.3,-0.1,0.1,0.2,0.6,-2.8,-1.9
O=c1[nH]c(=S)n(CCC2=CCCCC2)c(O)c1C=NCCCn1ccnc1,-0.2,-6.1,0.9,-56.0,1.7,-1.5,-15.3,-5.4,-12.2,-4.9
CN(C)C(=O)Oc1ccc(-c2cn3cc(C(F)(F)F)ccc3n2)cc1,2.5,27.8,2.8,8.0,0.4,2.3,4.1,3.9,-1.3,-0.1
Cc1nn(Cc2ccc(Cl)cc2Cl)c(Cl)c1C(=O)Nc1ccc(OC(F)F)cc1,-1.4,-11.7,-6.6,1.0,0.4,0.5,1.8,-2.7,-2.7,0.6
COc1cc2c(cc1OC)[C@@]13CCN4CC5=CCO[C@H]6CC(=O)N2[C@H]1[C@H]6[C@H]5C[C@H]43,1.3,-1.3,-7.1,4.2,-1.0,0.4,-8.6,6.7,-1.9,0.2
Cc1cc(C(=O)N=Nc2c(O)n(C)c3ccccc23)c(C)o1,-1.8,-10.4,14.4,-6.5,0.9,0.0,1.2,-15.5,-3.1,0.6
COc1ccc(-c2nn(CCC#N)cc2C(=O)Nc2ccccc2Br)cc1,2.8,-7.7,49.0,8.1,0.5,0.2,-3.9,-3.0,-3.0,-0.6
CN1C(=O)c2ccccc2Sc2ccc(C(=O)N3CCC4(CC3)OCCO4)cc21,1.2,-8.4,-2.0,1.0,-1.4,1.5,0.6,2.3,-1.0,-0.3
Cn1c(NN=O)nc2ccccc21,4.3,-0.6,0.9,-8.0,0.9,-0.3,-1.4,-0.4,-5.7,3.0
OC(c1ccccc1)(c1ccccc1)C1CCNCC1,-5.8,-3.8,-0.8,-14.1,-1.0,-0.8,1.1,0.1,-2.6,-0.2
Cc1ccc(OP(N)(=O)Oc2ccc(C)cc2)cc1,-6.2,-14.1,0.5,-11.4,-0.3,-0.6,11.6,1.7,-2.4,0.5
CCCCCSc1cc(OC)c(CCNC)cc1OC,-2.1,-8.5,1.4,5.7,-0.6,-1.4,3.9,3.9,-1.4,-1.1
O=C(c1cc2c(s1)-c1ccccc1OC2)N1CCC2(CC1)OCCO2,-7.0,-8.5,-3.9,-3.2,4.0,0.1,-6.5,-16.6,-6.4,0.7
CCS(=O)(=O)N1CCC(C(=O)N2CCC3(CC2)OCCO3)CC1,-0.6,-1.4,4.1,-11.1,-0.3,-0.7,-2.8,1.2,-1.6,-0.2
COC(=O)C1=CO[C@@H](C)[C@@H]2CN3CC[C@@]4(C(=O)Nc5ccccc54)[C@@H]3C[C@H]12,1.8,-2.3,2.8,13.5,-0.1,-0.1,0.5,1.9,-2.1,0.7

Quoted at random: 2 entries already listed
Compound,STEP inh,Scp1 inh,DNMT1 inh,NRP1-CendR mod,MsrA inhibitor,TbMetRS inhib,eLon inh,SUMO1 PPI mod,bovine MsrA act,LMPTP inh
CNCCc1nc(N)n[nH]1,2.7,-2.2,1.1,13.9,-0.4,-0.7,-1.0,2.0,-4.1,-4.0
Cc1nn(Cc2ccc(Cl)cc2Cl)c(Cl)c1C(=O)Nc1ccc(OC(F)F)cc1,-1.4,-11.7,-6.6,1.0,0.4,0.5,1.8,-2.7,-2.7,0.6

The list continues.
Compound,STEP inh,Scp1 inh,DNMT1 inh,NRP1-CendR mod,MsrA inhibitor,TbMetRS inhib,eLon inh,SUMO1 PPI mod,bovine MsrA act,LMPTP inh
CNC(=O)Oc1ccccc1OC(C)C,1.2,-9.0,-1.4,9.0,1.0,-0.6,-6.0,1.6,-0.9,-0.5
CCCCCc1nc2c(c(=O)c3ccccc3n2C)c(=O)n1C1CCCCCC1,13.4,0.9,11.5,-20.2,-0.7,-1.3,-1.9,5.9,-4.3,20.5
Cc1cc(OCC(=O)N2CCC(C(N)=O)CC2)c2c3c(c(=O)oc2c1)CCCC3,-1.2,6.8,2.0,0.4,0.6,0.6,-4.8,0.9,1.1,0.1
O=C1NC(=O)N(c2cccc(F)c2)C(=O)/C1=C/c1ccc(N2CCOCC2)cc1,0.4,4.8,-2.6,-5.4,2.2,0.2,-25.2,6.0,-3.4,-1.4
CC(C)(C)C(=O)OC[N+](C)(C)CCOC(=O)C(O)(c1ccccc1)C1CCCC1 (centres undefined),-2.5,3.6,1.0,5.3,-1.2,-0.4,-3.6,2.9,-3.3,-1.4
CCC(=O)[C@@H](C)[C@@H](O)[C@H](C)C[C@@H](C)C1OC(=O)C[C@@]2(O)CC=C(C)C(O2)C(C)=CCCC[C@H](O[C@H]2C[C@@H](OC(N)=O)[C@H](O)[C@@H](C)O2)C=C[C@H](C)C[C@H]1C (some centres undefined),.,.,.,-18.3,.,-0.5,-4.0,-3.4,-0.9,0.1
CN1CCc2nc3sc(C#N)c(N)c3c(-c3cccs3)c2C1,1.1,-6.2,1.6,-47.1,2.5,0.7,0.7,-6.8,-3.2,25.0
O=C1NC(=O)C(=Cc2ccc(Sc3ccccc3)o2)C(=O)N1,1.4,17.1,12.2,-68.7,1.0,-0.1,-24.8,-0.1,-1.0,-0.8
CN1C(=O)C(C2CCCCC2)C(=O)N(C)C1=O,-2.2,4.7,3.9,4.4,-1.1,-0.3,-12.8,3.2,2.9,-1.1
COC(=O)CCCCC1SCC(NC(=O)c2ccccc2)C1Cl (centres undefined),-0.1,-1.9,-0.1,-0.1,-0.2,-0.7,-1.1,-3.9,-5.1,-1.8
COc1ccc(CCNCc2ccccc2)cc1,1.6,-7.3,-3.4,-1.9,0.7,1.4,3.0,-0.6,0.0,-1.3
Cc1cc(C)c(N=Cc2c(O)[nH]c(=O)[nH]c2=O)c(C)c1,-2.9,-5.7,-2.9,6.8,0.2,-0.3,-12.7,8.3,-1.1,-0.9
COc1ccc(CN2CCCC(C(=O)c3sccc3C)C2)cc1O (centres undefined),-1.5,-3.4,-6.5,6.7,1.5,-0.1,1.1,-0.9,-0.7,1.1
COC1=CC=C2[C@H]3Cc4ccc(OC)c5c4[C@@]2(CCN3C)[C@H]1O5,-1.0,-12.3,-1.5,1.9,0.9,0.7,9.8,-5.5,-2.0,-1.6
ClCCOCCCl,0.1,5.7,2.6,-5.3,0.9,-1.2,1.2,-1.7,-1.5,-0.1

Screening results: PubChem BioAssay, several laboratories
